CHRM1 PAM – positive allosteric modulators of human M1 muscarinic receptor; 360,000 compounds, 0.088% hits; CHO-K1 hM1, Fluo-8 calcium fluorescence, ACh EC20; 0% = ACh EC20, 100% = maximal ACh; activation, % at 3 µM; P11229; in the data active means activation above about 19%, passing the limit was not always enough
Target sequence (P11229 whole entry, looked up): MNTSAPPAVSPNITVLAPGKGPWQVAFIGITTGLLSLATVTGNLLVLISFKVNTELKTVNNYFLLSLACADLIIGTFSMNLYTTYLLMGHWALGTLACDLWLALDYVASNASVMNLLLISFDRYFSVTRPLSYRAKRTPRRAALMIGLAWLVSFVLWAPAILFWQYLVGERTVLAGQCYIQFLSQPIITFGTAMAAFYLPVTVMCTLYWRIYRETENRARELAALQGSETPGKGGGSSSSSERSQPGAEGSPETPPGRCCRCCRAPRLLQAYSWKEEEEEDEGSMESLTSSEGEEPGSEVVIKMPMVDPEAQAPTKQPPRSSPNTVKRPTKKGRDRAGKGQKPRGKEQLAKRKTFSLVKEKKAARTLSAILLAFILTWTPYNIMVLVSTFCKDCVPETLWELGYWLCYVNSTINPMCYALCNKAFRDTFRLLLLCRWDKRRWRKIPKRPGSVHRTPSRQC
CHRM4 agonist – CHRM4 agonism in calcium assay. activation, % at 3 µM. 360,000 compounds, 0.14% hits. P08173. AID 624127. CHO-K1 hM4/Gqi5, Fluo-8 calcium fluorescence; vehicle 0%, full acetylcholine response 100%;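 active means activation above the run mean over all test wells plus 3 SD, cut at about 32% in these data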;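 further: peak over basal fluorescence ratio per well then scaled between controls; 0% = DMSO wells and 100% = acetylcholine at EC100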
M1 ag – human M1 muscarinic receptor agonism; P11229; CHO-K1 hM1, Fluo-8 calcium fluorescence, agonist mode; 0% DMSO, 100% acetylcholine EC100; activation, % at 3 µM; 360,000 compounds, 0.33% hits; AID 588814;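 active means activation above the run's mean compound activation plus 3 SD, cut at about 16% in these data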;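 further: peak over basal fluorescence ratio within a 140 s kinetic read after compound addition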
CHRM4 antagonist – antagonists of human muscarinic M4 receptor (CHRM4) | P08173 | inhibition, % at 3 µM | CHO-hM4 cells, ACh EC80, Fluo-8 calcium fluorescence | AID 624125 | 360,000 compounds, 0.73% hits;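 active means inhibition above its plate's cutoff, the mean inhibition of sample wells plus 3 SD, cut at about 27% in these data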;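 further: 0% = acetylcholine EC80 with DMSO and 100% = DMSO without agonist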
M1 ag parental – counter-screen for M1 agonists: effect in parental CHO-K1 cells; 360,000 compounds, 0.48% hits; activation, % at 3 µM; AID 602248; Fluo-8 calcium fluorescence; scaled to maximal ATP response, vehicle zero; in the data active means activation above about 15%;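 further: untransfected CHO-K1 host cells lacking M1 receptor as counterscreen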
CHO parental Ca – counter-screen for OX1R antagonists: effect in parental CHO cells; parental CHO-K1, ATP-induced calcium, Fluo-8 fluorescence; inhibition, % at 5.6 µM; 330,000 compounds, 0.63% hits; AID 463079;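 active means inhibition above that plate's mean sample inhibition plus 3 SD, cut at about 26% in these data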;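 further: 0% = ATP-challenged DMSO wells and 100% = DMSO wells without ATP; some compounds past the cut are filed as inactive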
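Material: Parental CHO cells | Reagent: ATP | Compound dosing: Single nominal dose of 5.6 µM per compound | Detection: Intracellular calcium via Fluo-8 no-wash fluorescent dye | Read-out: % inhibition of ATP-induced calcium mobilization | Benchmarks: Low control ATP plus DMSO, high control DMSO only | Replicates: Singlicate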
CHO-K1 Ca antag – nonselective inhibitor or artifact in parental CHO-K1 cells; AID 602250; ATP-induced calcium, Fluo-8 fluorescence; 360,000 compounds, 0.6% hits; inhibition, % at 3 µM;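 active means inhibition above a per-plate cutoff, the plate's mean sample inhibition plus 3 SD, cut at about 24% in these data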;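 further: 0% = DMSO plus EC80 ATP and 100% = DMSO alone without ATP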
OXTR potentiate – human OXTR potentiation; P30559; CHO-OTR cells, Fluo-8 calcium fluorescence, potentiator mode; 0% = oxytocin EC15, 100% = EC100; activation, % at 3 µM; 320,000 compounds, 0.061% hits; AID 2445;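 active means activation above that plate's cutoff, the mean activation of tested compounds plus 3 SD, cut at about 6.6% in these data, passing the limit was not always enough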;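 further: 100% uses oxytocin at 75 nM as the full agonist control; some results filed as inactive read as strong as hits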
Target sequence (P30559 whole entry, looked up): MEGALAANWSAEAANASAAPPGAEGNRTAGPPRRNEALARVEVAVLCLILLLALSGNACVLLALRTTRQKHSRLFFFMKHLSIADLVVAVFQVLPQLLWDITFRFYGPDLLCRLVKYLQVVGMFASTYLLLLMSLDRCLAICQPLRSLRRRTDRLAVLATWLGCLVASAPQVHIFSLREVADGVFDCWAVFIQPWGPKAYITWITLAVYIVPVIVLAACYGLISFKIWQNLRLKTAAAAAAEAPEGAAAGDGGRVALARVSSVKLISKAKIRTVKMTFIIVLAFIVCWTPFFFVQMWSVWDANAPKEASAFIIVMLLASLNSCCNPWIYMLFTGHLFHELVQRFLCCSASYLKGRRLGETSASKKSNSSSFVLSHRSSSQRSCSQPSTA
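System: human OTR in CHO cells; Also added: sub-maximal oxytocin, roughly EC15; Timing: compound 6 min at room temperature before oxytocin, 100 s read; Technique: Fluo-8 intracellular calcium fluorescence, ex 470-495, em 515-575 nm; Controls: oxytocin EC15 low and EC100 high; Replication: singlicate.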
CHRM1 antagonist – human CHRM1 antagonism; AID 588852; 360,000 compounds, 1.3% hits; CHO-K1 hM1, Fluo-8 calcium fluorescence, ACh EC80 antagonist; inhibition, % at 3 µM;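 active means percent inhibition above its own plate's cutoff, namely the mean of that plate's compound wells plus 3 SD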;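 further: peak over basal fluorescence ratio during 140 s after agonist addition; 0% = ACh EC80 plus DMSO and 100% = DMSO alone without agonist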
* marks the source's active call; other numbers are inactive results; x = not tested or not shown.

SMILES | CHRM1 PAM | CHRM4 agonist | M1 ag | CHRM4 antagonist | M1 ag parental | CHO parental Ca | CHO-K1 Ca antag | OXTR potentiate | CHRM1 antagonist
CCCNS(=O)(=O)c1ccc(NC(=O)c2cccnc2)cc1 | -12 | 3 | -8 | 5 | 1.4 | -6 | -9 | 1 | 2
C=CCn1c(=O)c2ccccc2n2c(SCC(=O)Nc3cc(C)on3)nnc12 | 7 | 2 | -3 | -2 | 0.1 | -21 | 13 | -5 | -10
CCCCn1c(N)c(N(CCOC)C(=O)c2cc(S(=O)(=O)N3CCOCC3)ccc2Cl)c(=O)[nH]c1=O | 11 | 2 | -4 | 0 | 0.7 | x | -9 | x | -5
O=C(CN1C(=O)CSc2ncccc21)Nc1ccccc1F | 9 | 1 | -1 | 0 | 1.8 | -10 | -3 | -8 | -11
CCCCC(=O)Nc1ccc(NC(=O)c2cnccn2)cn1 | 10 | 3 | -3 | -1 | -0.3 | -1 | 2 | -11 | -5
OCCC1CN(Cc2cccc(C(F)(F)F)c2)CCN1Cc1ccccc1 (stereo not given) | 0 | 2 | -14 | 3 | 1.0 | -9 | -8 | -8 | -11
CCOC(=O)C1=C(CSc2nncn2C)NC(=O)NC1c1cc(OCC)ccc1OCC (stereo not given) | 5 | 0 | -3 | 10 | 0.3 | -11 | -16 | -1 | -5
Cc1oc2cc(O)ccc2c(=O)c1N1C(=O)c2ccccc2C1=O | 7 | 1 | -3 | 4 | 0.5 | -15 | -1 | -2 | -9
O=S1(=O)c2cccc3cccc(c23)N1CCBr | -4 | 0 | -6 | 0 | -0.4 | -5 | -2 | 2 | 5
O=C(CCC(=O)Nc1ccc(Br)cc1)N/N=C/c1ccccc1F | 3 | 1 | -3 | -12 | -0.8 | -14 | -15 | -14 | -12
COc1cc(C(=O)OCC(=O)Nc2ccccc2)cc2c1OCCO2 | 15 | 4 | 7 | -15 | 0.8 | x | -1 | x | -6
O=c1c(Cl)c(N/N=C/c2ccc(Cl)cc2)cnn1-c1ccccc1 | 11 | 1 | -5 | 0 | 0.1 | -13 | -2 | -5 | -6
COc1cc(NS(=O)(=O)c2ccc(-c3ccc(=O)[nH]n3)o2)cc(OC)c1OC | 7 | 1 | -2 | -6 | 0.0 | -1 | -1 | -4 | -4
CC(C)(Oc1ccc(Cl)cc1)C(=O)Nc1ccc(S(=O)(=O)Nc2ncccn2)cc1 | -5 | 0 | -4 | -2 | -0.1 | 3 | -1 | -9 | 17
N=c1c(C(=O)NCc2ccc(F)cc2)cc2c(=O)n3ccccc3nc2n1Cc1ccco1 | 1 | 1 | -5 | 12 | 0.0 | -31 | 0 | -8 | 10
Cc1ccc(C)c(NCc2n[nH]c(=S)n2-c2ccccc2)c1 | 6 | 1 | -7 | 0 | -0.1 | -15 | 4 | 2 | -10
CC(=O)NC(=S)NNC(=O)C(c1ccccc1)c1ccccc1 | 3 | 1 | -8 | 0 | -0.7 | -4 | -3 | -6 | -1
CC1CCCN(S(=O)(=O)c2ccc(S(=O)(=O)N3CCC4(CC3)OCCO4)cc2)C1 (stereo not given) | 1 | 0 | -2 | -4 | 0.9 | -5 | -6 | -5 | -9
CCOc1ccc(N(CC(=O)Nc2ccccc2C)S(=O)(=O)c2c(C)noc2C)cc1 | -1 | 6 | -4 | -26 | 1.4 | -12 | -7 | -7 | -6
O=C(C1=C(O)C(=O)N(CC2CCCO2)C1c1ccccc1)c1ccco1 (stereo not given) | 12 | 1 | -2 | -27 | -0.4 | -7 | -16 | -3 | -16
O=C(Nc1ccn(-c2ccccc2)n1)c1ccc(Cl)cc1 | -8 | 4 | -11 | -1 | 0.8 | -18 | -3 | -1 | 5
Cc1[nH]c2ccccc2c(=O)c1CN1CCCCCC1 | 3 | 1 | -8 | -7 | 0.5 | -6 | -2 | -4 | -17
COc1ccc(OC)c(Nc2ncnc3sc(-c4ccccc4)cc23)c1 | -10 | 0 | -7 | 9 | -0.1 | -31 | -9 | -5 | 13
CCOC(=O)[C@@H]1[C@H]2COc3ccccc3[C@H]2N2C(=O)N(c3ccc(Cl)cc3)C(=O)[C@@]12C | 8 | -1 | 0 | -8 | -0.9 | -20 | -3 | 3 | -10
CNC(=O)/C(C#N)=C/c1c(N2CCN(C)CC2)nc2c(C)cccn2c1=O | 1 | 1 | -5 | 6 | 0.8 | -1 | -14 | -7 | -2
O=C(CN1C(=O)CSC1=O)c1ccccc1 | 5 | 1 | -1 | -11 | 0.6 | -12 | 0 | -13 | -7
Cn1c2c(c(=O)n(C)c1=O)C(NC(=O)c1cccs1)(C(F)(F)F)C(=O)N2 (stereo not given) | 2 | 1 | -1 | 2 | -0.3 | -7 | 5 | 1 | 2
CCc1nnc(NC(=O)CN2CCN(c3cccc(OC)c3)CC2)s1 | 8 | 2 | -4 | -12 | 0.5 | -20 | -8 | -8 | -48
O=C(Cc1ccc(Br)cc1)N1CCCCCC1 | -2 | 0 | -3 | -9 | 0.9 | 6 | 10 | -14 | 4
COc1ccc(S(=O)(=O)Nc2ccccc2C)cc1C(=O)N1CCOCC1 | 1 | 2 | -5 | -5 | -0.1 | -13 | 1 | 4 | -6
Cc1cc(S(=O)(=O)NCc2cccs2)ccc1-n1cnnn1 | 2 | 1 | -3 | 10 | 0.9 | -11 | 2 | 0 | 1
CCc1nn(C(C)C(=O)NC(C)CCc2ccco2)c(=O)c2cc3occc3n12 (stereo not given) | 2 | 2 | -5 | -6 | 0.7 | -2 | -6 | -15 | -3
O=C(c1ccc([N+](=O)[O-])s1)N1CCN(c2ncccn2)CC1 | 5 | 2 | -5 | -6 | 1.1 | x | -14 | x | -10
CCOC(=O)C1CCN(Cc2nc3ccccc3c(=O)n2-c2ccc(OCC)cc2)CC1 | 16 | 8 | 2 | -8 | 1.5 | x | -10 | x | -7
CCOC(=O)C1=C(COC(=O)CCc2ccc(F)cc2)NC(=O)NC1C (stereo not given) | -3 | 7 | -4 | 3 | 1.8 | -22 | -3 | -1 | 8
COc1ccc(CCNC(=O)C(=O)NCC2OCCN2S(=O)(=O)c2cccs2)cc1OC (stereo not given) | 10 | 6 | -2 | -1 | 2.4 | -26 | -9 | -9 | -25

Full records, looked up by structure. Screens in order: CHRM1 PAM, CHRM4 agonist, M1 ag, CHRM4 antagonist, M1 ag parental, CHO parental Ca, CHO-K1 Ca antag, OXTR potentiate, CHRM1 antagonist
OCCC1CN(Cc2cccc(C(F)(F)F)c2)CCN1Cc1ccccc1 (stereo not given) in the list: 0, 2, -14, 3, 1.0, -9, -8, -8, -11
O=C(CN1C(=O)CSC1=O)c1ccccc1 in the list: 5, 1, -1, -11, 0.6, -12, 0, -13, -7

Continuation:
SMILES | CHRM1 PAM | CHRM4 agonist | M1 ag | CHRM4 antagonist | M1 ag parental | CHO parental Ca | CHO-K1 Ca antag | OXTR potentiate | CHRM1 antagonist
CNc1cc(C(=O)Nc2cccc(OCc3ccccc3)c2)ncn1 | 5 | 1 | -2 | -19 | 0.5 | x | -19 | x | -6
COc1ccc(NC(=O)c2oc3ccccc3c2CSC)cn1 | 10 | 3 | -7 | 2 | 0.2 | x | -6 | x | -21
COc1ccc(C(C)(C)NC(=O)C2CCC(=O)N(C3CC3)C2)cc1OC (stereo not given) | 11 | 1 | -1 | -3 | 1.0 | -1 | -5 | -2 | -10
CCCCn1c(SCC(=O)N2CCCC2=O)nc2cc(S(N)(=O)=O)ccc21 | 8 | 0 | -2 | 10 | 0.1 | -1 | -5 | -8 | -9
COc1cc(-c2cc(C(=O)Nc3cc(S(=O)(=O)N4CCOCC4)ccc3C)c3ccccc3n2)cc(OC)c1OC | -1 | 14 | -2 | -3 | 7.1 | x | 4 | x | 16
COC(=O)c1sc(NC(=O)c2ccco2)c(C#N)c1C | 0 | 2 | 0 | 15 | 0.8 | 7 | -4 | -6 | 8
O=C(/C=C/c1ccc(O)cc1)c1ccccc1 | 8 | 3 | -1 | 8 | 2.3 | -4 | -7 | -3 | -19
COc1ccc(OCC(=O)OCC(=O)NC2CCCCC2C)cc1 (stereo not given) | 5 | 3 | -2 | -23 | 0.5 | -6 | -13 | 2 | -5
Cc1c(OCC(=O)N2CCC(C(=O)O)CC2)ccc2c1oc(=O)c1ccccc12 | 9 | 1 | -2 | -5 | 1.8 | -11 | -3 | 2 | -15
COc1ccc(NC(=O)Cc2ccc(-c3ccccc3)cc2)cn1 | 6 | 4 | -1 | -5 | 2.6 | 69* | -14 | -14 | -4
Cc1ccc(NC(=O)n2ncc3c(C)cccc32)cc1F | 1 | 0 | -4 | 10 | 1.4 | -3 | 0 | -7 | -3
CCCCn1c(SCC(=O)NCc2ccc3c(c2)OCO3)nnc1C(CC)N(C)C (stereo not given) | 6 | 0 | -8 | -1 | 1.0 | x | -4 | x | -11
CCCC1C2C(=O)N(c3cccc(C)c3)C(=O)C2ON1c1ccccc1 (stereo not given) | 4 | 1 | 0 | 3 | 17* | -26 | 0 | -2 | -1
COc1cc(/C=C2\NC(=S)N(C)C2=O)ccc1OCc1ccccc1F | 6 | 0 | -1 | 5 | 1.3 | -2 | -3 | -5 | 1
O=C(CNS(=O)(=O)c1cccs1)N1CCN(c2ccccc2F)CC1 | 5 | 6 | -4 | -36 | 3.9 | -21 | -13 | -7 | -7
Cc1cccc(Nc2nc(-c3ccccc3)cs2)n1 | 14 | -1 | -3 | -19 | 0.8 | -17 | -14 | -9 | -19
CN(CC(=O)NCC1CCCCC1)S(=O)(=O)c1ccc(Cl)cc1 | 4 | 2 | -8 | 1 | 2.7 | -3 | -9 | -8 | -5
COc1ccc(/C=C(\NC(=O)c2ccccc2)C(=O)NCCN2CCOCC2)cc1 | 19 | 3 | 4 | -16 | 1.2 | -7 | 0 | -6 | -8
COc1ccc(C2/C(=C(/O)c3ccccc3)C(=O)C(=O)N2C)cc1 (stereo not given) | 2 | 0 | -3 | -6 | 0.1 | -1 | -15 | -11 | -4
O=C(NCc1nnc(SCC(=O)N2CCN(c3ccccc3)CC2)o1)c1ccco1 | 8 | 1 | 2 | 8 | 1.4 | 4 | -8 | -3 | -9
Nc1c(C(=O)NCCc2ccccc2)sc2nc(N3CCOCC3)c3c(c12)CCCC3 | 0 | 4 | -3 | -5 | 1.9 | -16 | -1 | -8 | 7
Brc1ccc(OCc2ccccc2)c(CNCC2CCCO2)c1 (stereo not given) | 2 | 4 | -3 | -2 | 3.4 | -22 | -16 | -18 | 7
O=C(Nc1ccc(F)cc1)N(CCCN1CCOCC1)Cc1cc2cc3c(cc2[nH]c1=O)OCCO3 | 12 | 1 | -4 | 1 | -0.5 | -4 | 2 | -6 | -4
COc1ccc(OC)c(NC(=O)CNC(c2ccccc2)c2ccccc2)c1 | 0 | 13 | -6 | -13 | 1.8 | -21 | -8 | -17 | 3
Cn1c(SCC(=O)N2CCCC2)nnc1-c1cccs1 | 14 | 2 | -1 | 1 | 8.4 | 1 | -9 | -8 | -12
CS(=O)(=O)N(Cc1ccccc1Cl)c1ccc(C(=O)NCc2cccnc2)cc1 | 15 | 2 | -8 | 3 | 1.5 | -9 | -2 | -15 | -14
Cc1ccc(-c2nn(-c3ccccc3)cc2C(N)=O)o1 | 1 | 3 | -8 | 2 | 2.1 | -18 | 3 | -17 | 4
